XiGFP reactiv = reactivates the inactive X chromosome in mouse fibroblasts | activation, % at 7.58 µM | 0.055% of 360,000 active | XiGFP mouse fibroblasts, % GFP-positive cells imaging, 3 d; cells co-treated with 5-aza-dC sensitizer; scaled so ellipticine positive control = 100%;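 active means mean normalized replicate activation at least 10% and every replicate at or above 10%; inconclusive means only one of the two criteria met; inactive means mean below 10% and not all replicates reach 10%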;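 further: 0% = median of on-plate neutral control wells and 100% = ellipticine 6 µM median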
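Schedule: 3 d treatment, 15 min room-temperature fixation; system: 68-5-11 XiGFP fibroblast line; buffer or medium: DMEM plus 5-aza-dC sensitizer; control set: ellipticine 6 µM positive control; compound: one concentration, pinned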
EWS-Fli inh = EWS/Fli transcriptional activity inhibition. inhibition, % at 12.6 µM. A673 NR0B1-luciferase reporter, viability-normalised. 0.67% of 350,000 active;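 active means mean inhibition of at least 50% after viability correction, with every replicate also passing that limit; inconclusive means mean reaches 50% but only one of two replicates passes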;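 further: firefly luciferase signal divided by Alamar Blue viability fluorescence both relative to DMSO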
CFTR F508del cor = correctors of CFTR F508del function in bronchial epithelial cells. CFBE cells, YFP halide quenching; stimulated with forskolin plus potentiator P3; % fluorescence drop versus neutral controls. 0.36% of 350,000 active. AID 720511. activity (quench increase), % at 7.58 µM;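 active means mean added fluorescence quench of at least 8% versus neutral control, with both replicates also reaching 8%; inconclusive means only one of the mean or replicate conditions met; inactive means mean below 8% and not both replicates reaching 8%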;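 further: cells transiently co-express mutant CFTR-F508del with the halide-sensitive YFP; corrector assay measuring rescue of mutant channel to the surface after 24 h compound exposure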
DENV2 CPE = protects cells from dengue virus 2 cytopathic effect; DENV2-infected cells, cytopathic effect rescue, plate reader; CPE inhibition, % at 9.99 µM; 1.7% of 350,000 active; in the data active means CPE inhibition above about 20%, passing the limit was not always enough; inconclusive means no clear call, values can overlap the other calls; tested in BHK-21 cells;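 further: 0% = median of neutral control wells and 100% = median of positive control wells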
ARNT-TACC3 inh = ARNT/TACC3 interaction disruption; Q9Y6A5; AlphaScreen His-ARNT PAS-B/GST-TACC3 binding, luminescence; TACC3 fragment carries E629A point mutation; inhibition, % at 9.99 µM; 0.66% of 390,000 active;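 active means mean inhibition of replicates at least 50% and at least half of replicates each reaching 50%; inconclusive means half or more replicates reach 50% but mean below 50%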;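 further: 0% = complete ARNT plus TACC3 wells and 100% = ARNT alone without TACC3; many hits fall short of the cut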
PAX8 inh HTS = lowers PAX8-driven luciferase in RMG-I cells; RMG-I TPO-luciferase reporter, SteadyGlo, 24 h; inhibition, % at 12.6 µM; 1.2% of 360,000 active; AID 652154;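 active means mean replicate inhibition at least 60% with every replicate also reaching 60%; inconclusive means only one of the two criteria is met; inactive means mean below 60% and not all replicates reaching 60%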;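 further: luciferase light reporting Pax8 driven TPO promoter activity; plate controls were median of neutral control wells for no effect and mitoxantrone controls for full effect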
GSIS activator = primary screen for activators of insulin secretion dependent on glucose, INS-1E cells, GLuc reporter luminescence; AID 743287; activation, % at 16.6 µM; INS-1E GLuc reporter insulin secretion, 2-3 h; 0.61% of 370,000 active;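 active means lowest replicate activation of at least 40%, so every replicate reaches that level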;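 further: 0% = median of neutral control wells and 100% = median of IBMX positive control wells; some compounds called inactive have numbers as strong as hits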
ERp5 block = blocks human ERp5 reductase activity on insulin; ERp5 insulin aggregation, absorbance 650 nm, 90 min; 0.05% of 350,000 active; inhibition, % at 9.99 µM; Q15084;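 active means mean replicate inhibition above about 25%, with every replicate also reaching it, limit read from the data, passing the limit was not always enough; inconclusive means only one of those two criteria met; inactive means neither criterion met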
Target sequence (Q15084 whole entry, looked up): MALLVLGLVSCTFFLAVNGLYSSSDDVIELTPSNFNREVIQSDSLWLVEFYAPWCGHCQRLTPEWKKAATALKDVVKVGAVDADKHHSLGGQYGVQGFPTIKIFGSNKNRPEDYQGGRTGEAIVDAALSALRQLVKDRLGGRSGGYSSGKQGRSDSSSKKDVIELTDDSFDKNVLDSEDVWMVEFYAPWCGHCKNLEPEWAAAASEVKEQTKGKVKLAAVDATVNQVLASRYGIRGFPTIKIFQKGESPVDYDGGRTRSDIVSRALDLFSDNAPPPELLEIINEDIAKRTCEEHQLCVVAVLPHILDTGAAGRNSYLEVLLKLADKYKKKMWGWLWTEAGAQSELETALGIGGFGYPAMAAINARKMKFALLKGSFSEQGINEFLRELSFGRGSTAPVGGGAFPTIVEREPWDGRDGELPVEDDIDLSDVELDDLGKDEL
Numbers without * were called inactive; ? = inconclusive; . = not tested or not shown; & = joins results of further samples; ! = not confirmed by another sample.

Structure | XiGFP reactiv | EWS-Fli inh | CFTR F508del cor | DENV2 CPE | ARNT-TACC3 inh | PAX8 inh HTS | GSIS activator | ERp5 block
C#CCSc1nc2ccccc2n1C(=O)c1ccc(S(=O)(=O)N2CCCCC2)cc1 | 0.0 | . | . | 6 | 2 | 7 | 4 | -2
Cc1nn(C)c2ncc(C(=O)c3ccccc3O)cc12 | 0.4 | -2 | 1.8 | -1 | -1 | 13 | 20 | 0
COCCCC1CCN(Cc2cn[nH]c2-c2cc(OC)c(OC)c(OC)c2)CC1 | 0.0 | 6 | -3.1 | 1 | 0 | 16 | -15 | -5
Cc1cc(C(=O)Nc2ccc(C#N)cc2)on1 | 0.1 | -5 | -4.8 | 1 | . | -8 | 13 | 3
Nn1c(SCC(=O)NCCC2=CCCCC2)nnc1-c1cccnc1 | 0.1 | 5 | 2.9 | -4 | 4 | 10 | -7 | 0
CN(CC(=O)Nc1cccc(F)c1)C(=O)c1ccc(S(=O)(=O)N2CCCC2)cc1 | 0.0 | -3 | 4.0 | -13 | -15 | -4 | 6 | 4
CC(C)N(C(C)C)S(=O)(=O)c1ccc(N2CCc3ccccc3C2)nc1 | 0.0 | -81 | 1.1 | -1 | -5 | -139 | -28 | -1
Cc1cc([N+](=O)[O-])cc2c1NC(=O)C2(O)N1CCOCC1 (stereo not drawn) | 0.0 | 12 | 1.2 | -9 | 9 | 9 | 8 | -4
COc1ccc(S(=O)(=O)N(C)C[C@H]2Oc3ccc(NC(=O)CCCCCC(=O)Nc4ccccc4N)cc3CC(=O)N([C@H](C)CO)C[C@H]2C)cc1 | -0.4 | 7 | -0.4 | 12 | 2 | -8 | 3 | -2
Cc1cc(-c2ccccc2)nc(N/N=C/c2ccccc2)n1 | 0.3 | -75 | -3.3 | 12 | 34 | -80 | 3 | 7
O=C(c1ccccn1)N1CC(=O)N2[C@H](C1)[C@@H](c1ccc(C#Cc3ccccc3)cc1)[C@@H]2CO | 0.2 | 3 | -1.2 | 1 | . | . | 23 | -12
C[C@H]1CN([C@@H](C)CO)C(=O)c2cc(NC(=O)c3ccncc3)ccc2O[C@@H]1CN(C)Cc1ccc(Oc2ccccc2)cc1 | -0.3 | 8 | 0.1 | -1 | 14 | 14 | 0 | 2
O=C([C@H]1[C@H](CO)[C@H]2Cn3c(cccc3=O)[C@H]2N1CC1CCCC1)N1CCCCC1 | 0.3 | -4 | 0.5 | 4 | -12 | -16 | 16 | 1
CC(=O)c1ccc(Nc2nc(C(N)C(C)C)cs2)cc1 (stereo not drawn) | -0.1 | -34 | 0.8 | -8 | . | -41 | 7 | 4
CO[C@@H]1CN(C)C(=O)c2cc(NC(=O)C3CCC3)ccc2OC[C@H](C)N(Cc2ccc(F)cc2)C[C@@H]1C | 0.4 | 7 | 0.6 | 8 | -16 | 12 | 3 | 0
Cc1ccc(-c2nnc(Nc3ccc(C(N)=O)cc3)c3ccccc23)cc1S(=O)(=O)NCC1CCCO1 (stereo not drawn) | -0.1 | 15 | . | -1 | 3 | 17 | -4 | 2
COc1cc(/C=C2/C(C)=C(C#N)c3nc(N)c(C#N)c(C)c32)ccc1OCC(=O)O | 0.0 | 7 | 0.8 | -3 | . | -11 | -2 | 3
CCn1cnc2scc(-c3ccc(C)c(C)c3)c2c1=O | -0.1 | -7 | 4.8 | 4 | . | 5 | 22 | 0
Cc1cc(C)cc(NC(=O)c2ccc(S(=O)(=O)NCc3cccnc3)cc2)c1 | 0.0 | 2 | 0.2 | -5 | 1 | 28 | 2 | 1
COC(=O)/N=C(/Cc1ccc(OC)cc1)c1ccc(OC)cc1 | 0.3 | -41 | -3.4 | 4 | 7 | -47 | -8 | -1
Cc1ccc(S(=O)(=O)N[C@@H]2CC[C@@H](CCNC(=O)CN3CCOCC3)O[C@H]2CO)cc1 | -0.3 | 2 | -0.3 | 26* | -12 | -17 | 8 | -4
O=C(CSc1nccc(=O)[nH]1)c1ccccc1Br | . | -10 | 1.4 | . | 29 | . | 6 | 2
COCCNC(=O)Cn1nc(-c2ccc(C)cc2)c2ccccc2c1=O | -0.1 | -3 | -1.3 | 12 | -6 | 7 | -5 | 4
O=C(NCCCN1CCOCC1)/C(=C/c1ccc(F)cc1)NC(=O)c1ccccc1 | 0.4 | 9 | . | -3 | 1 | 11 | 7 | -1
OCC1(CCc2ccccc2)CCN(Cc2ccc(OC(F)F)cc2)CC1 | 0.0 | 5 | 2.3 | . | . | -12 | -8 | 1
COc1ccc(S(=O)(=O)Nc2ccc3c(c2)C(=O)N([C@@H](C)CO)C[C@H](C)[C@H](CN(C)S(=O)(=O)c2ccc(F)cc2)O3)cc1 | 0.0&-0.1 | 7&6 | 1.8&-1.0 | 31*! | -5&1 | 19 | -17&-6 | 11&6
CCOC(=O)c1cc(=O)c2ccc(OCC(=O)Nc3ccc(F)cc3)cc2o1 | 0.0 | 15 | 0.8 | 2 | -2 | -8 | 9 | 6
O=C(Cc1c(F)cccc1Cl)Nc1ccc(S(=O)(=O)NCC2CCCO2)cc1 (stereo not drawn) | 0.0 | 4 | 1.6 | -7 | 2 | 2 | 4 | 1
COCCSc1nnc(NC(=O)CS(=O)(=O)c2ccc(C)cc2)s1 | 0.1 | 8 | -1.7 | -5 | 1 | -2 | 10 | 1
COc1ccc(C(=O)CSc2nnc(-c3ccco3)c(-c3ccco3)n2)cc1 | 0.0 | 2 | 0.3 | -6 | 6 | -7 | 3 | -2
CO[C@H]1CC[C@@H]2CCN(C)C(=O)[C@H](C)[C@@H](OC)CN(C)C(=O)c3cccc(C#N)c3OC[C@@H]1O2 | 0.1 | -2 | 0.3 | -2 | -14 | -1 | -7 | 2
O=c1c2nnn(Cc3ccccc3)c2ncn1C/C=C/c1ccccc1 | 0.2 | 7 | 0.5 | 4 | -4 | 21 | . | 0
O=c1[nH]c(=O)c2nnc(N/N=C/c3ccccc3F)nc2[nH]1 | 0.0 | -4 | 1.9 | 5 | 13 | 4 | 8 | 0
CCOc1ccc(N(C(=O)c2cnccn2)C(C(=O)NC2CCCCC2)c2ccc(O)cc2)cc1 (stereo not drawn) | 0.0 | 1 | 0.5 | -6 | 1 | 2 | -5 | 7
CCc1ccc(C(C)NC(=O)c2ccncc2)cc1 (stereo not drawn) | 0.2 | 0 | -1.5 | -2 | 0 | -6 | -6 | 2
O=C(COc1ccc2c3c(c(=O)oc2c1)CCCC3)N1CCN(c2ccc(F)cc2)CC1 | 0.1 | . | -0.3 | 0 | -2 | 4 | -4 | 4
Cc1cccc(C)c1NC(=O)C(c1cccc2ccccc12)n1c(=O)c(-c2cc3ccccc3[nH]2)nc2ccccc21 (stereo not drawn) | -0.1 | -14 | -4.6 | ? | . | 24 | 34 | -3
CCC(=O)N(CCC1(c2ccccc2OC)CCOC(C(C)C)C1)Cc1ccco1 (stereo not drawn) | 0.0 | 13 | 0.5 | 6 | 1 | -30 | -12 | 2
CCOCCCNC(=O)Cn1cnc2c(cnn2-c2ccc(OC)cc2)c1=O | 0.0 | 5 | 4.6 | -3 | -3 | 16 | -4 | -1
Cc1cccc(/C=N/NC(=O)Cc2cccs2)c1 | 0.3 | -35 | -1.1 | -3 | -3 | -40 | -3 | 2
CC1=CC2=NC(=O)CC(C)(C(=O)N(CC(=O)NC3CCCC3)c3ccccc3F)N2C=C1 (stereo not drawn) | 0.0 | . | -1.2 | 1 | -8 | 4 | 4 | 1
C[C@]12c3[nH]c4ccccc4c3CCN1C(=O)C(CC(=O)NCCCn1ccnc1)C[C@@H]2C(=O)N1CCOCC1 (stereo partly drawn) | 0.0 | -6 | -0.6 | 0 | -4 | -1 | . | -5
O=S(=O)(N[C@H]1CC[C@H](CCn2cc(C3(O)CCCC3)nn2)O[C@@H]1CO)c1ccccc1 | -0.6 | -1 | 0.3 | . | -4 | 8 | 12 | -1
NC(=O)C1CCN(C(=O)C2CCC(=O)N(CC3CCCCC3)C2)CC1 (stereo not drawn) | 0.2 | . | -1.8 | -6 | -6 | -16 | -7 | 0
COc1c2c(c(OC)c3ccccc13)[C@@]1(OC2)O[C@H](CCO)C[C@H](O)[C@H]1O | 0.1 | -2 | 3.3 | -5 | . | -7 | -16 | 1
CNC[C@@H]1Oc2ccc(NS(=O)(=O)c3ccc(F)cc3)cc2CC(=O)N([C@H](C)CO)C[C@@H]1C | -0.1 | . | 0.9 | 10 | -23 | -3 | 0 | 7
COc1cccc(NC(=O)COC(=O)COc2cccc3c2OC(C)(C)C3)c1 | 0.0 | . | -1.0 | 5 | -3 | -8 | -16 | 0
CCO[C@@H]1OC(C(=O)NCc2ccccc2)=C[C@H](C)[C@H]1CCCO | 0.0 | -9 | 1.6 | -12 | 5 | 7 | 21 | 4
O=C(COc1ccc([N+](=O)[O-])cc1)Nc1ccc2c(c1)CCC2 | 0.0 | -29 | 1.4 | -1 | 5 | -49 | -33 | -6
O=C(COc1ccc(-c2nnco2)cc1)Nc1ccc(C(F)(F)F)cc1 | -0.1 | -2 | -5.6 | 0 | -4 | 1 | -11 | 3
COc1ccc(OC)c(NC(=O)Cn2cc(C=O)c3ccccc32)c1 | 0.1 | 14 | -0.7 | -3 | -6 | 20 | -16 | -1
CC(=O)c1ccc(N2CCN(c3ccc(S(=O)(=O)NCCCN(C)C)cc3[N+](=O)[O-])CC2)cc1 | -0.1 | 38 | -5.1 | 0 | 0 | 15 | 6 | -8
CC(C)OP(=O)(OC(C)C)C(Nc1ccc(C(=O)O)cc1)c1ccccc1 (stereo not drawn) | 0.0 | 3 | -0.6 | -6 | -16 | -7 | -6 | 5
CCCC(=O)Nc1ccc2c(c1)C(=O)N(C)C[C@@H](OC)[C@H](C)CN(CCC)[C@@H](C)CO2 | 0.2 | 14 | . | 4 | -8 | -16 | 10 | 0
O=S(=O)(Nc1ccc(N2CCOCC2)cc1)c1cc(Cl)ccc1Cl | 0.2 | 3 | -0.4 | 0 | 26 | 13 | -7 | -1
CCOC(=O)C1CCN(S(=O)(=O)CCNC(=O)c2cccc(OC)c2)CC1 | 0.0 | 1 | 0.6 | -14 | -3 | -14 | 17 | 0
CC(=O)N(C)C[C@@H]1Oc2ncc(C#CC(C)(C)O)cc2C(=O)N([C@@H](C)CO)C[C@H]1C | -0.9 | -17 | -0.9 | 20* | -14 | . | 45 | -2
COc1ccc(C(=O)NCCS(=O)(=O)NC(C)c2ccccc2)cc1 (stereo not drawn) | -0.3 | -4 | -1.4 | -3 | -2 | 10 | -17 | 1
COc1ccccc1NC(=O)NC1(C(=O)N2CCCCC2)CCCCC1 | 0.3 | 3 | -0.6 | -4 | -4 | 9 | 11 | 2
C[C@@H]1CCCCO[C@H](CN(C)C(=O)CCCN(C)C)[C@@H](C)CN([C@H](C)CO)C(=O)c2cc(NS(=O)(=O)c3ccccc3)ccc2O1 | 0.2 | -2 | -1.6 | 7 | -10 | -16 | -1 | 7
